Assay outcomes: PubChem BioAssay, several laboratories
OX1R antag-1: OX1R (human) antagonism; inhibition, % at 6.6 µM; O43613; AID 485270; hit rate 1.8% among 330,000; OX1R-expressing cells, FRET antagonist read-out; in the data active = inhibition mostly above about 38%, no sharp cut-off; inactive = mostly below about 40%;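 note: 0% = agonist challenge alone and 100% = reference antagonist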
Target sequence (O43613 whole entry, looked up): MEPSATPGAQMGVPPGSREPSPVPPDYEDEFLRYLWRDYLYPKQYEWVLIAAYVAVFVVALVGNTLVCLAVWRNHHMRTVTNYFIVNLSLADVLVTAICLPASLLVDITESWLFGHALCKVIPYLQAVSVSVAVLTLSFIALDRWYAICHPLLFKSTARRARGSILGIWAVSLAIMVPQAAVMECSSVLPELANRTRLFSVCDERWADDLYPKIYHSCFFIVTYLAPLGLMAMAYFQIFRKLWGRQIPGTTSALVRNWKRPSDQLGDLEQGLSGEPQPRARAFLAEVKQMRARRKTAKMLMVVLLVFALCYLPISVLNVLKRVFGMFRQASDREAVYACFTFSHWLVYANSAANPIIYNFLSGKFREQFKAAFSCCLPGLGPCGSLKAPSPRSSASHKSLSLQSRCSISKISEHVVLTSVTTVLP
CHT allo act: allosterically activates the human high affinity choline transporter. Q9GZV3. CHT-expressing cells, membrane potential dye, choline EC20; hits give high values; LV-AA mutant CHT in HEK293 cells. B-score at 10 µM. hit rate 0.49% among 310,000;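 active = initial fluorescence not abnormally high and integrated response B-score, plate-corrected, over 3 SD above library mean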
Target sequence (Q9GZV3 whole entry, looked up): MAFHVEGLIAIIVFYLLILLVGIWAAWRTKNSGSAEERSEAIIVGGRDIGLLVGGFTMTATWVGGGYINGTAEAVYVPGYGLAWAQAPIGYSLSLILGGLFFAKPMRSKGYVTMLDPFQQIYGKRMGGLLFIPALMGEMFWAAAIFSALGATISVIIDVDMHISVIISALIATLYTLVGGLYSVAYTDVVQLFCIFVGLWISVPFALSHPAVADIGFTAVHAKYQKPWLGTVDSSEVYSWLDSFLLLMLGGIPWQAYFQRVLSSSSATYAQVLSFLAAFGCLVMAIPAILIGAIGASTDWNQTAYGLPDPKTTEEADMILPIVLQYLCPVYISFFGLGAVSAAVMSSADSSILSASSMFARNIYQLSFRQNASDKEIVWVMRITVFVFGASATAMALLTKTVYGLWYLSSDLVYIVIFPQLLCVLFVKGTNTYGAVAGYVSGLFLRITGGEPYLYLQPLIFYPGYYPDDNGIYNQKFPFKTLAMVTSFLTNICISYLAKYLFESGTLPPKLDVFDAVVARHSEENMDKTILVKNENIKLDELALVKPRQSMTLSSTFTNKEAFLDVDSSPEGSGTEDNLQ
OX1R antag-2: antagonists of human orexin 1 receptor. inhibition, % at 5 µM. AID 434989. CHO/OX1R cells, Fluo-8 calcium fluorescence, orexin A. O43613. hit rate 0.43% among 330,000;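 active = inhibition above its plate's threshold, mean inhibition of all tested compounds on the plate plus 3 SD, cut at about 37% in these data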;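 note: 0% = orexin A challenge wells and 100% = SB-334867-A antagonist wells; not every result past the cut was called active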
The depositor's hits bear a star; i = inactive; . = not tested or not shown. Not a hit list; any-hit rate near 2.5%.

(1) CCCC(NC(=O)CCl)c1ccccc1 (centres undefined)
(2) O=C(CCN1C(=O)C2C3C=CC(C3)C2C1=O)Nc1ccccn1 (centres undefined)
(3) Cn1c(SCC(=O)NNC(=S)Nc2ccccc2)nnc1-c1ccncc1
(4) CCC(CC)C(=O)NCCCCc1ccccc1
(5) CC(C)[C@H]1COC(NC2=N[C@@H](C(C)C)CO2)=N1

screen / no.	1	2	3	4	5
CHT allo act	i	i	i	i	i
OX1R antag-1	6	2	-2	10	22
OX1R antag-2	1	8	-3	-4	-22

Molecules above that have nitrogen in an aromatic ring:
(2) O=C(CCN1C(=O)C2C3C=CC(C3)C2C1=O)Nc1ccccn1 (centres undefined)
(3) Cn1c(SCC(=O)NNC(=S)Nc2ccccc2)nnc1-c1ccncc1

screen / no.	2	3
CHT allo act	i	i
OX1R antag-1	2	-2
OX1R antag-2	8	-3

Other results:
(6) CC(C)C(NC(=O)c1ccco1)C(=O)NCc1ccc(C(=O)O)cc1 (centres undefined)
(7) COc1cccc(CC2(CO)CCN(Cc3cnc(-c4cccc(C)c4)nc3)CC2)c1
(8) CN(C)/C=C/C(=O)c1cnc(-c2ccccn2)s1
(9) Cn1cccc1C(=O)C(=O)Nc1ccc(F)c(F)c1
(10) CCn1c(O)c(/C=C2\C=Nc3ccccc32)sc1=Nc1ccccc1

screen / no.	6	7	8	9	10
CHT allo act	i	i	i	i	i
OX1R antag-1	11	11	23	31	12
OX1R antag-2	-1	-24	-18	3	-59

(11) COc1ccc(CCNC(=O)CN(c2ccccc2)S(C)(=O)=O)cc1
(12) Cc1cc2nc(-c3cc(N4CCOCC4)ccc3[N+](=O)[O-])ccn2n1
(13) Cc1ccc(O)c(C2=Nc3ccccc3N=C(c3cccc([N+](=O)[O-])c3)C2)c1
(14) Cc1ccccc1OCCOc1ccccc1C=C(C#N)C#N
(15) O=C(Nc1nc(-c2ccco2)c(-c2ccco2)s1)c1ccco1

screen / no.	11	12	13	14	15
CHT allo act	i	i	i	i	i
OX1R antag-1	12	22	34	16	40
OX1R antag-2	-24	-17	-13	9	-9

(16) CC(C)(C)CN1CCNC(=O)C1CC(=O)NCc1cccc(-n2cccn2)c1 (centres undefined)
(17) O=C(NCc1ccc(/C=c2\sc3n(c2=O)CCN=3)o1)C(=O)Nc1ccccc1
(18) Cc1cccc(N2C(=O)SC(SC(=Nc3ccccc3)Nc3ccccc3)C2=O)c1 (centres undefined)
(19) Nc1cc(=O)[nH]c(SCC(=O)Nc2ccc(S(=O)(=O)N3CCCCC3)cc2)n1
(20) O=C(Nn1c(C2CC2)nc2ccccc2c1=O)c1ccco1

screen / no.	16	17	18	19	20
CHT allo act	i	i	i	i	i
OX1R antag-1	22	30	30	7	10
OX1R antag-2	-34	-5	-7	-9	-13

(21) COc1ccc(OC)c(CCNC(=O)CCc2nnc3ccc(N4CCCC4)nn23)c1
(22) Cn1c(=O)n(CC(=O)Nc2ccc(F)cc2)c2ccccc21
(23) O=C(COC(=O)c1cc[n+]([O-])cc1)Nc1ccc(Cl)cc1Cl
(24) O=C(c1ccccc1)c1nc2ccccc2[nH]c1=O
(25) Cc1cc(Nc2cc(Cl)nc(Sc3ccc(NC(=O)C4CC4)cc3)n2)n[nH]1

screen / no.	21	22	23	24	25
CHT allo act	i	i	.	i	i
OX1R antag-1	9	5	1	15	24
OX1R antag-2	-19	0	-11	5	-5

(26) N/C(=N\OS(=O)(=O)c1ccc2ccccc2c1)c1cccnc1
(27) Oc1csc(Cc2nc(-c3ccccc3F)cs2)n1
(28) c1cncc(-c2nc(-c3cccs3)cs2)c1
(29) O=C1c2cc3ccccc3c(-c3ccccc3)c2C(=O)N1c1ccccn1
(30) Cc1cccc(NC(=O)/C(C#N)=C/c2cccc([N+](=O)[O-])c2)n1

screen / no.	26	27	28	29	30
CHT allo act	i	i	i	i	i
OX1R antag-1	4	25	28	23	30
OX1R antag-2	4	-3	-3	-25	-3

(31) CCCCn1c(SCC(=O)N(CC)C2CCS(=O)(=O)C2)nc2cc(S(N)(=O)=O)ccc21 (centres undefined)
(32) CCCN(CCC)CCOc1cc(C)ccc1C(C)C
(33) COc1ccc(-c2cc(C(=O)N3CCN(C(=O)c4ccco4)CC3)[nH]n2)cc1
(34) O=C1N/C(=N/Nc2ccccc2)S/C1=C\c1ccccc1
(35) O=C(CCn1c(=O)oc2ccccc21)NC1=NCCS1

screen / no.	31	32	33	34	35
CHT allo act	i	i	i	i	i
OX1R antag-1	5	15	3	22	13
OX1R antag-2	-1	-31	-17	-10	-6

(36) COc1ccc(N2CCN(C(=O)CN(c3ccc(Br)cc3)S(C)(=O)=O)CC2)cc1
(37) CC(C)C(=O)NC(=S)Nc1ccccc1C(=O)NC1CCCCC1
(38) CN1CCN(C(=O)C2=C[C@H](c3ccc4c(c3)OCO4)C[C@H](OCc3ccc(CO)cc3)O2)CC1
(39) CC(C)(C)C(=O)OCc1nc(-c2ccc(Cl)cc2)cs1
(40) O=C(Nc1ccc2c(c1)C(=O)OC2)c1ccc(C(F)(F)F)cc1

screen / no.	36	37	38	39	40
CHT allo act	i	i	i	i	i
OX1R antag-1	15	6	16	3	3
OX1R antag-2	8	4	-14	-19	-12

(41) CC(C)NS(=O)(=O)c1ccc(NC(=O)C2CC3C=CC2C3)cc1 (centres undefined)
(42) COc1ccc2c(c1)CCCC21NC(=O)N(CC(=O)NCc2cccs2)C1=O (centres undefined)
(43) C=C(C)Cn1c(N)cc(=O)nc1SCC(=O)Nc1cccc(C(F)(F)F)c1
(44) COc1ccc(CSCCc2n[nH]c(=S)n2-c2ccccc2)cc1C
(45) COc1ccc(CCNC(=O)Cn2nnc(-c3ccc(N4CCOCC4)cc3)n2)cc1OC

screen / no.	41	42	43	44	45
CHT allo act	i	.	i	i	i
OX1R antag-1	3	16	5	18	13
OX1R antag-2	-10	-19	-16	-26	-12

(46) N#CC(C#N)=Cc1cccn1-c1ccc(S(N)(=O)=O)cc1
(47) O=C(Nc1ccccc1C(F)(F)F)c1c(F)cccc1Cl
(48) COc1ccc(C(=O)NNC(=O)CSc2nnc(C)n2CC2CCCO2)cc1 (centres undefined)
(49) CN(C(=O)CN1C(=O)c2ccccc2S1(=O)=O)C1CCCCC1
(50) S=c1[nH]nc(CCc2nc3ccccc3[nH]2)n1-c1ccccc1

screen / no.	46	47	48	49	50
CHT allo act	i	i	i	.	i
OX1R antag-1	8	10	8	7	15
OX1R antag-2	-15	-3	-5	-6	-8

(51) O=C(CCc1ccccc1)NCCc1nc2ccccc2[nH]1
(52) Cc1ccc(CSCC(=O)NN=C2CCN(C)CC2)cc1
(53) CCOC(=O)COn1c(SCC(=O)OCC)nc2ccccc2c1=O
(54) CC(C)C[C@H](NC(=O)c1nc[nH]c1C(=O)NCc1ccccc1)C(=O)OC(C)(C)C
(55) CNC(=S)N(C)[C@H]1c2c(ccc3ccccc23)OC[C@H]1CO

screen / no.	51	52	53	54	55
CHT allo act	i	i	i	i	i
OX1R antag-1	31	26	6	8	11
OX1R antag-2	-35	-17	-25	-30	-11

(56) CCn1cc([N+](=O)[O-])c(C(=O)N2N=C(c3ccccc3)CC2c2ccc([N+](=O)[O-])cc2)n1 (centres undefined)
(57) O=C(Cc1ccc(Cl)c(Cl)c1)Nc1cccc2ncccc12
(58) COCCN(C(=O)CCl)C(C(=O)NC1CCCCC1)c1ccccc1C (centres undefined)
(59) O=C(COc1ccc(Cl)cc1)OCC(=O)N1CCOCC1
(60) Cc1onc(-c2c(F)cccc2Cl)c1C(=O)Nc1nnc(C(F)(F)F)s1

screen / no.	56	57	58	59	60
CHT allo act	i	i	i	.	i
OX1R antag-1	15	27	-3	6	17
OX1R antag-2	-17	-21	-25	-3	8

Three entries out of the list above, ordered by the value under OX1R antag-2, smallest number first.
#	molecule	OX1R antag-1	OX1R antag-2
58	COCCN(C(=O)CCl)C(C(=O)NC1CCCCC1)c1ccccc1C (centres undefined)	-3	-25
59	O=C(COc1ccc(Cl)cc1)OCC(=O)N1CCOCC1	6	-3
60	Cc1onc(-c2c(F)cccc2Cl)c1C(=O)Nc1nnc(C(F)(F)F)s1	17	8

New compounds follow:
(61) COc1ccc(CCNc2ccc(C(CC(N)=O)NC(=O)Cc3cccc4ccccc34)cc2[N+](=O)[O-])cc1 (centres undefined)
(62) O=C(Nc1cccc(F)c1)c1ccc2ncsc2c1
(63) CCC1(c2ccccc2)NC(=O)N(CC(=O)Nc2ccc(N3CCOCC3)cc2)C1=O (centres undefined)
(64) N=C1SCC(=O)N1c1ccc(Cl)cc1
(65) CCOC(=O)COc1cc(N2C(=O)CSCC2=O)c(Cl)cc1Cl

screen / no.	61	62	63	64	65
CHT allo act	i	i	.	i	i
OX1R antag-1	11	2	4	11	15
OX1R antag-2	-11	-18	-1	-14	-7

(66) C/C=C(\C)CN1CCN(c2ccccc2F)CC1
(67) CC(CC#CCN1CCOCC1)OCCC#N (centres undefined)
(68) S=c1[nH]c2ccccc2n1Cc1ccccc1
(69) Cc1nc2sc(C(c3ccco3)N3CCC(Cc4ccccc4)CC3)c(O)n2n1 (centres undefined)
(70) CCOc1ccccc1-n1c(SCC(=O)Nc2nccs2)nnc1-c1ccoc1C

screen / no.	66	67	68	69	70
CHT allo act	i	i	i	i	i
OX1R antag-1	0	9	6	2	42
OX1R antag-2	-1	-13	4	-29	-28

(71) COc1ccc(CN2CCN(C(=O)C3CCC(CNS(=O)(=O)c4ccc(C)cc4)CC3)CC2)c(OC)c1OC (centres undefined)
(72) COc1ccc(CCc2nnc(CCC(=O)N(C)Cc3ccnc4ccccc34)o2)cc1
(73) CCOc1ccc(NC(=O)CSc2ccc3nnc(-c4cccnc4)n3n2)cc1
(74) O=C(CSCCO)Nc1nccs1
(75) CCN1C(=O)[C@H]2[C@@H](c3ccc(-c4ccc(F)cc4)c(OC)c3)N3CCC[C@@]3(C(=O)OC)[C@H]2C1=O

screen / no.	71	72	73	74	75
CHT allo act	i	i	i	i	i
OX1R antag-1	15	9	22	7	13
OX1R antag-2	-21	-15	-2	-5	-24

(76) O=C1NCCC/C1=N/Nc1ccc(F)cc1
(77) COc1ccc(N2C(=O)N3[C@@H]4c5ccccc5OC[C@@H]4[C@@H](c4ccccc4)[C@@]3(C)C2=O)cc1
(78) COC(=O)c1cc(S(=O)(=O)N2CCN(C3CCCCC3)CC2)c[nH]1
(79) O=S(=O)(NCc1ccc2c(c1)OCO2)c1ccc(Cl)s1
(80) CC(=O)Nc1ccc(NC(=O)CNC(=O)c2cccc(C)c2)cc1

screen / no.	76	77	78	79	80
CHT allo act	i	.	i	i	i
OX1R antag-1	11	-1	8	25	14
OX1R antag-2	-4	-19	1	-11	-8

Exported with each value named: part of the list above
55) CNC(=S)N(C)[C@H]1c2c(ccc3ccccc23)OC[C@H]1CO
  CHT allo act: i
  OX1R antag-1: 11
  OX1R antag-2: -11
65) CCOC(=O)COc1cc(N2C(=O)CSCC2=O)c(Cl)cc1Cl
  CHT allo act: i
  OX1R antag-1: 15
  OX1R antag-2: -7
15) O=C(Nc1nc(-c2ccco2)c(-c2ccco2)s1)c1ccco1
  CHT allo act: i
  OX1R antag-1: 40
  OX1R antag-2: -9
46) N#CC(C#N)=Cc1cccn1-c1ccc(S(N)(=O)=O)cc1
  CHT allo act: i
  OX1R antag-1: 8
  OX1R antag-2: -15

Next section
(81) CC1CCc2c(C(=O)NCCN3CCOCC3)csc2C1 (centres undefined)
(82) CCC(C)c1ccc(NC(=S)NCc2cccnc2)cc1 (centres undefined)
(83) CCOC(=O)C1=C(COC(=O)COc2ccccc2OCC)NC(=O)NC1C (centres undefined)
(84) CCN1CCc2nc3ccccc3c(C(=O)Nc3ccc(NC(C)=O)cc3)c2C1
(85) O=C1c2ccccc2S(=O)(=O)c2cc(C(=O)N3CCC(C(=O)N4CCCCC4)CC3)ccc21

screen / no.	81	82	83	84	85
CHT allo act	i	i	i	i	i
OX1R antag-1	5	10	21	19	50
OX1R antag-2	-27	-13	-33	-10	-15

Compound profiles, from the list above:
O=C(COc1ccc(Cl)cc1)OCC(=O)N1CCOCC1 as listed: CHT allo act = .; OX1R antag-1 = 6; OX1R antag-2 = -3
CCOC(=O)C1=C(COC(=O)COc2ccccc2OCC)NC(=O)NC1C (centres undefined) as listed: CHT allo act = i; OX1R antag-1 = 21; OX1R antag-2 = -33

(next part)
(86) CC(C)(C)N(Cc1ccccc1)C(=O)COC(=O)c1ccc(N2CCCC2=O)cc1
(87) CCOC(=O)C1CCN(C(=O)Nc2ccc(OCc3ccccc3)cc2)CC1
(88) COc1ccccc1N(CC(=O)NCc1ccco1)S(=O)(=O)c1ccc(C)cc1
(89) Cc1cc(Oc2ccccc2)nc(-c2ccccc2O)n1
(90) Cc1ccccc1SCC(=O)NCC(c1ccc(F)cc1)N1CCOCC1 (centres undefined)

screen / no.	86	87	88	89	90
CHT allo act	.	i	i	i	.
OX1R antag-1	8	7	7	31	2
OX1R antag-2	-26	-12	-27	-27	-33

(91) CCN(CC)C(=O)N1c2ccccc2CC(N(CC)CC)c2ccccc21 (centres undefined)
(92) NS(=O)(=O)c1cccc(NC(=O)CSc2nc3ccccc3c(=O)n2CCCN2CCOCC2)c1
(93) NNC(=O)CSCc1ccc(Cl)cc1Cl
(94) CC(C)c1nc(SCC(=O)Nc2cccc3ccccc23)n[nH]1
(95) CC(=O)c1cccc(N2C(=O)Nc3ccccc3N2O)c1

screen / no.	91	92	93	94	95
CHT allo act	i	i	i	.	i
OX1R antag-1	17	20	9	11	6
OX1R antag-2	-26	8	-23	-15	-8
